Screens: PubChem BioAssay, Fisher Drug Discovery Resource Center
mcGAS RapidFire: mouse cGAS inhibition by mass spec; Q8C6L5; 130,000 compounds, 0.18% hits; inhibition, % at 12.5 µM; recombinant mouse cGAS, cGAMP by RapidFire MS; AID 1259397;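 active = inhibition of cGAS enzyme activity at or above 60%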;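 note: enzyme stimulated by 45 bp dsDNA with ATP and GTP substrates; cGAMP share of summed cGAMP plus half ATP and half GTP signals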
Target sequence (Q8C6L5 whole entry, looked up): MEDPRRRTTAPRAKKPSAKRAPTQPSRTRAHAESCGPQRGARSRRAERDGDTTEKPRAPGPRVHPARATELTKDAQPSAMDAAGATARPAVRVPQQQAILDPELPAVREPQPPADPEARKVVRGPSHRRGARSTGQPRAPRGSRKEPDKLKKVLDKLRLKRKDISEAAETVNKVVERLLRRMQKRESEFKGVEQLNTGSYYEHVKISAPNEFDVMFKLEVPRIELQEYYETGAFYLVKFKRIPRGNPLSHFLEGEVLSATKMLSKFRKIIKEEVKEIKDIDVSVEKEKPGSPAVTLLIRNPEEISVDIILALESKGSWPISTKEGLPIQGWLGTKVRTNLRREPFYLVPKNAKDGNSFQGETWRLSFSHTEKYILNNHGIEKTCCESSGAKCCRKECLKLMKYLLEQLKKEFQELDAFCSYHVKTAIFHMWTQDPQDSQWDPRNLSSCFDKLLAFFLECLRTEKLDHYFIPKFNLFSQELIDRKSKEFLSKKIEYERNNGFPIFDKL
An asterisk follows results filed as active; & = joins results of further samples. Some of the compounds tested, so the mix of outcomes need not match the whole.

SMILES	mcGAS RapidFire
COCC(=O)Nc1ccc(-c2ccc(F)cc2OC)cc1	-37
O=C(NCC1(c2cccc(F)c2)CCOCC1)C1CC2(CCNCC2)CN1 (centres undefined)	-20
CN(Cc1ccccc1C(=O)O)C1Cc2ccccc2C1	-22
O=c1[nH]cnc2nc(NN=Cc3ccc(Br)cc3)[nH]c12	-6
CN1CCN2c3ncccc3Cc3ccccc3[C@@H]2C1	-6
Cc1cccc(NC(=O)c2c(-c3ccccc3Cl)noc2C)c1C	-5
O=C1CN(C(=O)Cn2cnc3scc(-c4ccccc4)c3c2=O)c2ccccc2N1	4
CC(C)N(Cn1nc(-c2cccs2)n(C2CC2)c1=S)C1CC1	-3
Cc1cnccc1CNC(=O)C1(N2CCCCC2)Cc2ccccc2C1	-7
O=c1c2nnn(Cc3ccc(F)cc3)c2ncn1Cc1ccc(F)cc1	13
COc1ccc2c(c1)OCC(C=C(C#N)S(=O)(=O)c1ccc(Br)cc1)=C2	-8
Cc1ccc(C)c(-n2c(C)c(C)n3c4c(=O)n(CCN5CCOCC5)c(=O)n(C)c4nc23)c1	-6
CCC1CCc2ccccc2N1Cc1cc(C)n(C)n1 (centres undefined)	-5
O=C(Nc1ccccc1)C1=C(N2CCOCC2)/C(=C/c2cccnc2)CC1	-12
N#Cc1ccc(Cl)c(Cl)c1	-11
COc1ccc(S(=O)(=O)NCCNc2ccc(Nc3ccncc3)nn2)cc1C	-7
CC(C)CN1CCN(C2(C(N)=O)CCCCC2)CC1	-12
COC(=O)C(=CC(=O)C(C)(C)C)NNC(=O)c1c(I)cnn1C	-4
Cc1ccc(NC(=O)C2(C)CCN2Cc2cccc3c2OCO3)cc1 (centres undefined)	-10
CCn1cc(C#N)c(=O)n(Cc2cc(=O)n3ccc(C)cc3n2)c1=O	-10
Cc1cc(C(=O)CN2C(=O)C(=O)N(CC(C)C)C2=O)c(C)n1C1CC1	2
Cc1cccc(C)c1Nc1nnc(C)c(=O)[nH]1	-4
COc1ccccc1NC(=O)Cc1csc(NC(=O)NC2CCCCC2)n1	-10
CSCC(C)(O)CNc1c(F)cc(C#N)cc1F (centres undefined)	-7
Cc1cc(C)nc(NCc2ccccc2CN(C)C(C)C)n1	-8
CSc1nc(N)c(C#N)cc1C#N	3
O=C(c1ccc2ncsc2c1)N1CCOC2(CNCCOC2)C1 (centres undefined)	-31
CCCCn1c(=O)[nH]c(=O)c2c1nc(COC(=O)CCC)n2CC	-7
CCCc1ccc(C(O)c2ncc(-c3ccccc3F)[nH]2)cc1 (centres undefined)	-4
S=c1[nH]nc(NC2CCCC2)s1	-6
CCc1ccc(S(=O)(=O)N2CCc3cc(S(=O)(=O)N4CCCC4)ccc32)cc1	5
CC(C)(C)N1COc2ccc3c4c(oc3c2C1)C(=O)c1ccccc1C4=O	1
Cn1c(SCC(=O)c2sc3ccccc3c2O)nnc1-c1ccc(N)cc1	-7
Cc1ccnc(NC(=O)CC2CSc3nccc(=O)n32)c1 (centres undefined)	-8
CN(C)/C=C/C=C/C(=O)C1=C(O)/C(=C/C=C/N(C)C)CCC1	-13
COc1ccc(-c2cnn(C(C)(C)C(=O)Nc3cnc4ccccc4c3)c2)cc1OC	10
CCn1nc(C)c(C(C)NC(=O)c2cc(C)oc2C)c1C (centres undefined)	-13
C=CCn1c(SCC(=O)NC(C)c2ccco2)nc2ccsc2c1=O (centres undefined)	-6
CC(C)N1CCC(C)(C(=O)Nc2ccc(OC(F)F)cc2)C1 (centres undefined)	-11
FC(F)(F)c1cc(-c2ccco2)nc2c1cnn2Cc1ccncc1	-22
C=CCOc1ccc(-n2ccnc2)cc1CO	-5
CCc1nn2c(nnc3c(=O)n(-c4ccc5c(c4)OCCO5)ccc32)c1-c1ccccc1	-15
Nc1nonc1-c1noc(C2CC2c2ccccc2)n1 (centres undefined)	-2
COc1cc(-c2c(NC(=O)C(C)C)n(C)c3ccccc3c2=O)cc(OC)c1OC	-5
CCc1nnc(NC(=O)C2CC(c3ccccc3)=NO2)s1 (centres undefined)	2
O=C(N=c1sccn1Cc1ccccc1Cl)c1ccc[nH]c1=O	-4
Cn1c(CN2CCN(CC(=O)Nc3cccc(Cl)c3)CC2)nc2ccccc21	7
COc1ccc(C(=O)N(C)Cc2nc3ccccc3o2)c(C)c1	-5
CC(c1ccc(-n2cncn2)cc1)N(C)C(=O)C12CC3CC(CC(Cl)(C3)C1)C2 (centres undefined)	-3
O=C(Nc1ccc(S(=O)(=O)C2CCCC2)cc1)c1cccc(F)c1	-16
CCC(CC)NC(=O)Cn1cnc2scc(-c3ccc(C)cc3)c2c1=O	-7
CC(N)=C(C#N)C(=O)CSc1nnc(-c2ccco2)o1	-3
O=C(CSc1ncccc1C(=O)OCC(=O)C1CCCCC1)Nc1ccc2c(c1)OCO2	3
CC(CC1CCCC1)C(=O)N1CCC(c2nc(C3CC3)n[nH]2)CC1 (centres undefined)	3
CC(C)CC(=O)Nc1ccnn1C1CCN(c2cc(N(C)C)ncn2)CC1	-10
CN(Cc1cc(Cl)cn1C)C(=O)c1cnn(C)c1	-6
O=C1CCCN1c1ccc(CNS(=O)(=O)c2ccc3c(c2)CCCC3)cc1	-28
O=c1cc2nc(-c3ccco3)cc(C(F)(F)F)n2[nH]1	1
CC(=O)N1CCN=C1SCc1cc(C)ccc1C	-5
CCCS(=O)(=O)N1CCc2ccc(NC(=O)C3(c4ccccc4)CC3)cc2C1	-6&-3

Remaining list, next part:
SMILES	mcGAS RapidFire
CC1CC(OC(=O)C(O)c2ccccc2)CC(C)(C)C1 (centres undefined)	2
Cc1cc(C(F)(F)F)nc(CCNC2CCC3(CCNCC3)CC2)n1	-3
O=C1CC2(CCCC2)C(=O)N1CN1CCN(c2ccc(F)cc2)CC1	-8
CN(Cc1cnc(C2CCCCC2)nc1)Cc1ncc[nH]1	-10
Clc1ccc(-c2ncc(CN3CCCC(N4CCOCC4)C3)cn2)cc1 (centres undefined)	-5
CCc1sc(-c2nnc(CSc3ncnc4sccc34)o2)cc1C	-9
Cc1ccc(CN2CCCC(CNC(=O)c3ccc4c(c3)OCO4)C2)o1 (centres undefined)	-7
S=c1[nH]nc(C2CC2)n1-c1ccccc1	-7
O=C(CCC1CCN(C(=O)CN2CCC(c3ccccc3)CC2)CC1)NC1CC1	2
Cc1ncc(CN(C)C(=O)NC2CCCCCCC2)s1	-5
Cc1ccc2c(c1)C1OCCC1C(c1ccco1)N2 (centres undefined)	27
C/C(=C\c1ccco1)CN(Cc1nccn1C)C1CC1	-15
C[C@H]1C(=O)N(C)CCN1C(=O)c1ccccc1OC1CCN(C(=O)c2cccnc2)CC1	-6
Cc1cccnc1CC(C)NC(=O)c1ccc(Cn2cnnn2)cc1 (centres undefined)	-1
Cc1c(C)n(Cc2ccco2)c2ncnc(Nc3cccc(O)c3)c12	3
O=C(/C=C/c1cc2ccccc2o1)Nc1cccc(N2CCCC2=O)c1	-6
CCOC(=O)C1=C(COc2cc(Cl)cc(Cl)c2)NC(=O)NC1	9
Cc1cc(NC(=O)Cc2c(Cl)cccc2Cl)n[nH]1	5
CCCn1c(=O)[nH]c(=O)c2cc(C(=O)C(C#N)C(=O)Nc3ccc(Cl)cc3Cl)cnc21 (centres undefined)	-7
COc1ccc(OCC(=O)NC2CCCCCCC2)cc1	-15
CN(Cc1cc(C#CCO)cs1)C1CC(C)(C)NC(C)(C)C1	-25
Cc1ccccc1C(=O)NCc1ccn(-c2ccccc2F)n1	-5
CN(C)CCCNc1c2c(c(C#N)c3nc4ccccc4n13)CCCC2	-1
COc1ccccc1CNc1nc2cc(-c3ccccc3C)sc2c(=O)n1C	6
CCN(CC)S(=O)(=O)c1ccc(Nc2ccccc2OC)c(N)c1	-18
COc1cc(C(O)c2nc(-c3cnc4ccccc4c3)cs2)ccc1F (centres undefined)	8
CSc1cccc(NC(=O)C2CCN(c3cc(Nc4ccccc4)nc(N)n3)CC2)c1	-10
Cc1cc(-c2nnn(CC(=O)NC3CCC(C)CC3)n2)ccc1F (centres undefined)	-4
Cc1ccc2nc(COCC(=O)N3CCC(N4CCCC4=O)CC3)[nH]c2c1	6
CCN(CC)S(=O)(=O)c1cc(C(=O)Nc2ccccc2C)ccc1C	-10

Sorted by SMILES length (ascending): four of the compounds above
SMILES	mcGAS RapidFire
CN(C)CCCNc1c2c(c(C#N)c3nc4ccccc4n13)CCCC2	-1
O=C(/C=C/c1cc2ccccc2o1)Nc1cccc(N2CCCC2=O)c1	-6
Cc1ccc2nc(COCC(=O)N3CCC(N4CCCC4=O)CC3)[nH]c2c1	6
CSc1cccc(NC(=O)C2CCN(c3cc(Nc4ccccc4)nc(N)n3)CC2)c1	-10

Additional records:
SMILES	mcGAS RapidFire
CC(=O)c1sc2nc(CSc3nnnn3C3CC3)[nH]c(=O)c2c1C	3
Cc1nc(C(F)(F)F)ccc1C(=O)N1CCC1(C)C(=O)NS(=O)(=O)c1ccc(C#N)cc1 (centres undefined)	-13
CC1(C)CC(=O)C=C(NC2CCS(=O)(=O)C2)C1 (centres undefined)	-18
CCc1nc(CNC(C)(C)c2ccc(F)cc2Cl)no1	-11
Cc1c(Cl)cccc1Nc1ncccc1C(=O)O	13
Cn1c(-c2cccs2)nn(CCNC(=O)c2ccccc2C(F)(F)F)c1=O	6
O=C(NCC(=O)N1CCC(Cc2ccccc2)CC1)Nc1cn[nH]c1	0
Nc1nnc(SCCS(=O)c2cc(Cl)ccc2Cl)s1 (centres undefined)	8
O=C(CSc1cc(N2CCCC2)ncn1)NCc1cccs1	-10
CC(C)c1nc(NC(=O)c2cc(=O)[nH]c3cc(F)ccc23)n[nH]1	-9
COCc1[nH]n2c(=O)cc(C)nc2c1-c1ccc(OC)cc1	-5
CN(Cc1cc(-c2ccccc2)on1)Cc1cc2n(n1)CCNC2	-16
O=C(CC12CC3CC(CC(O)(C3)C1)C2)NCc1coc(-c2cccs2)n1	-3
COc1ccc2c(c1OC)C(=O)OC2Nc1nc2ccc(C)cc2s1 (centres undefined)	0
Cc1cc(C(=O)N2C[C@@H](N)C[C@H]2C(=O)NC(C)C)ccc1N1CCOCC1	-17

2 of these compounds in another layout:
Cc1cc(C(=O)N2C[C@@H](N)C[C@H]2C(=O)NC(C)C)ccc1N1CCOCC1
  mcGAS RapidFire: -17
Cc1c(Cl)cccc1Nc1ncccc1C(=O)O
  mcGAS RapidFire: 13

The listing continues.
SMILES	mcGAS RapidFire
Cc1[nH]cnc1-c1nccn1CC1CCS(=O)(=O)C1 (centres undefined)	1
N#CCc1ccc(NC(=O)COC(=O)c2ccccc2N2CCCC2=O)cc1	-27
CCS(=O)(=O)NCCNc1ccc(Nc2ccncc2)nn1	-5
COc1ccc(/C=C2/C(=N)N3N=C(c4ccccc4)SC3=NC2=O)c(OC)c1OC	-2
CCOc1cn(C)c(C(=O)Nc2cc(C)cc(C)c2)cc1=O	-2
CCc1nc2oc3cc(OC)ccc3c(=O)c2c(=O)n1CCc1ccccc1	-10
Cc1cc(C)n(C)c(=O)c1C(=O)N(C)Cc1cc(-c2ccccc2)n[nH]1	-4
C=CCn1cc(CNC(C)(C)CN2CCCC2)c(C)n1	-10
CC(CCO)CNC(=O)Nc1cccc(-c2cn3c(n2)CCCC3)c1 (centres undefined)	-2
Cc1ccn2c(=O)c(NC(=O)CC3CCCCC3)c(C)nc2c1	-16
CC(C1CC1)n1ncc2c(C(=O)O)cc(C3CC3)nc21 (centres undefined)	-7
O=C(NC1CC1)c1cc(=O)c(OCc2ccccc2)co1	-2
c1ccc2[nH]c(CCCc3nc4ccccc4[nH]3)nc2c1	-7
O=C(CSc1n[nH]c(CCC2CCCC2)n1)NC1CCN(Cc2ccccc2)C1 (centres undefined)	-4
Cn1c2ccccc2c2nn3c(SCc4ccccc4)nnc3nc21	6
Cc1ccccc1N1CCN(C2CCCN(C(=O)c3cccc(-n4cccn4)c3)C2)CC1 (centres undefined)	-2
C=CCN(Cc1ccccc1C)C(=O)c1ccc2c(c1)ncn2CCO	-9
COc1ccc(NC2CCCN(C(=O)COc3ccc4c(c3)OCO4)C2)cc1 (centres undefined)	1
CCc1ccc(NC(=O)c2cc(N3CCNC3=O)ccc2F)cc1	2
Cc1c(C(=O)NCc2cccc(Cl)c2)sc(=O)n1Cc1ccc(S(C)(=O)=O)cc1	-12
Cc1cccc(C2(C(=O)Nc3nccc(C)n3)CCC2)c1	-13
CCOC(=O)C1(C)CCCN1C(=O)c1ccco1 (centres undefined)	-1
COC(=O)c1cc(=O)n2c(n1)sc1cc(OC)ccc12	-6
O=S(=O)(N1CCCC1)N1CCOC(Cc2cccc(C(F)(F)F)c2)C1 (centres undefined)	1
CCOC(=O)C1=C(C)N=c2s/c(=C/c3cccc(Br)c3)c(=O)n2C1c1ccc(C)cc1 (centres undefined)	-1
CC1CN(Cc2ccc(Br)cc2)c2ccccc2N(C)C1=O (centres undefined)	11
CCOC(=O)C1(CCCc2ccccc2)CCCN(C(=O)c2snnc2C)C1 (centres undefined)	-8
O=C(NCCC1CC1)Nc1cccc(CSC2CCOCC2)c1	-8
C=CCNC(=S)C(=C([O-])c1ccc(Cl)s1)[n+]1ccccc1	-7
COCc1ccc(CN2CCCC(C(=O)Nc3ccc(-c4cccc(OC)c4)cc3)C2)o1 (centres undefined)	-3

Random excerpt: five entries already listed.
SMILES	mcGAS RapidFire
CCOC(=O)C1(C)CCCN1C(=O)c1ccco1 (centres undefined)	-1
Cc1cccc(C2(C(=O)Nc3nccc(C)n3)CCC2)c1	-13
COc1ccc(NC2CCCN(C(=O)COc3ccc4c(c3)OCO4)C2)cc1 (centres undefined)	1
CCc1ccc(NC(=O)c2cc(N3CCNC3=O)ccc2F)cc1	2
Cc1ccccc1N1CCN(C2CCCN(C(=O)c3cccc(-n4cccn4)c3)C2)CC1 (centres undefined)	-2

Later entries
SMILES	mcGAS RapidFire
Cc1cccc(Nc2ncccc2C(=O)NCC2COc3ccccc3O2)c1C (centres undefined)	0
Cc1cccnc1C1=NOC(C)C(=O)N1Cc1ccccc1F (centres undefined)	29
Cc1csc(CC(=O)N2CCN(C(=O)C3CCCN(C(=O)Nc4ccccc4)C3)CC2)n1 (centres undefined)	-1
O=C1CC2(CCN(C(=O)Cc3ccc4c(c3)OCO4)CC2)CN1	-28
FC(F)(F)c1cccc(C=Cc2nc3ccccc3o2)c1	-5
Cc1ccc(N(Cc2ccco2)C(=O)CN2C(=O)c3ccccc3C2=O)cc1	-4
